ABHD5 PLIN5 PPI: blocks binding of human ABHD5 to perilipin-5; Q00G26+Q8WTS1; inhibition, % at 4 µM; Split G. princeps luciferase complementation, luminescence, 4 h; hit rate 0.78% among 360,000;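 active means inhibition above the mean inhibition across every tested compound plus 3 SD, cut at about 22% in these data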;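 further: 0% = DMSO only wells and the 100% control is not disclosed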
Exocytosis inh: blocks lytic granule exocytosis; TALL-104 LAMP-1 surface exposure, flow cytometry; cells stimulated with thapsigargin and PMA; inhibition, % at 10 µM; hit rate 0.66% among 360,000; AID 651702;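 active means inhibition above about 55%, limit read from the data; inconclusive means no clear call, values can overlap the other calls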
Vif imaging: HIV Vif inhibition; HEK293T cells, Vif self-association by quenched fluorescence, imaging, 24 h; inhibition, % at 7.49 µM; hit rate 0.35% among 340,000; in the data active means inhibition above about 50%, passing the limit was not always enough; inconclusive means no clear call, values can overlap the other calls; inactive means below about 31%; further: some results filed as inactive read as strong as hits
MC4R barr agon: human MC4R agonism via beta-arrestin; U2OS MC4R beta-arrestin complementation, luminescence; percent of melanotan II response, DMSO zero; activation, % at 8.9 µM; hit rate 0.98% among 360,000; AID 540308;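 active means activation above a per-plate cutoff, the mean activation of sample wells on that plate plus 3 SD, cut at about 8% in these data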
Target sequence (P32245 whole entry, looked up): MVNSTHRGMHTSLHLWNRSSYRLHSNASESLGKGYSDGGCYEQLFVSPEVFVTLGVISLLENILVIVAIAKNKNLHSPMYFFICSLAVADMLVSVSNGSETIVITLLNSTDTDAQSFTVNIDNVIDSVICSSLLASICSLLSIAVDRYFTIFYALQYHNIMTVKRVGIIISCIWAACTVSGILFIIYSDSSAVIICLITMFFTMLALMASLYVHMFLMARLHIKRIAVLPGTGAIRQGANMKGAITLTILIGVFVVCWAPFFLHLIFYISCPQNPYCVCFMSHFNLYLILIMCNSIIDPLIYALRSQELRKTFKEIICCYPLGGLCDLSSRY
aDG glyco act: alpha-DG glycosylation activation; Pro5-aDG cells, alpha-DG glycosylation AlphaScreen (IIH6); 0% Pro5, 100% B10-LARGE cell signal; activation, % at 10 µM; hit rate 0.22% among 360,000;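 active means activation of at least 8% versus controls, or a plate z-score of at least 8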;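 further: Pro5 are CHO cells carrying HIG-tagged alpha-DG that lacks glycosylation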
MC4R antagonist: blocks human MC4R cAMP signaling. P32245. MC4R-expressing cells, MTII-stimulated cAMP, LANCE TR-FRET. inhibition, % at 6.5 µM. hit rate 0.48% among 360,000. AID 540295;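 active means inhibition above its plate's cutoff, the mean of tested wells on that plate plus 3 SD, cut at about 29% in these data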;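 further: 0% = Melanotan II alone and 100% = Melanotan II plus saturating MCL0020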
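Test system: U2OS cells stably expressing human melanocortin 4 receptor (MC4R); also added: Melanotan II challenge; compound: 6.5 µM single dose; timing: 30-min compound preincubation, 1-h Melanotan II challenge, 1-h detection, room temperature; signal: Eu-cAMP/anti-cAMP TR-FRET, emission 671 nm; repeats: one well per compound, no replicates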
TLR9-MyD88 inh: inhibitors of human TLR9-MyD88 binding; CHO BLA complementation TLR9-MyD88, CCF4 FRET ratio; Q9NR96+Q99836; hit rate 0.21% among 340,000; AID 504734; inhibition, % at 4.98 µM;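 active means inhibition above the mean over all tested compounds plus 3 SD, cut at about 21% in these data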;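 further: 0% = DMSO only wells and 100% = clavulanate BLA inhibitor control wells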
Glyco luc inh: N-linked glycosylation inhibition; hit rate 0.23% among 360,000; D54 ERlucT glycosylation luciferase reporter, 24 h; percent of 100 nM tunicamycin response; AID 588692; reporter increase, % at 12.5 µM;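 active means mean luciferase reporter signal, scaled so untreated is 0 and the glycosylation-blocking control 100, at or above a set limit in every replicate; inconclusive means mean reaches the limit but not every replicate does; inactive means mean below the limit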;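 further: luciferase carries N-glycosylation sites so blocking glycosylation raises the light; 0% = median of neutral control wells and 100% = median of 100 nM tunicamycin wells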
NOD2-RIPK2 inh: NOD2-RIPK2 protein interaction inhibition; O43353; CHO BLA complementation NOD2-RIPK2, CCF4 ratio; inhibition, % at 4.98 µM; hit rate 0.38% among 360,000; AID 624267; in the data active means inhibition above about 21%;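 further: 0% = vehicle only and 100% = reference blocker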
Target sequence (O43353 whole entry, looked up): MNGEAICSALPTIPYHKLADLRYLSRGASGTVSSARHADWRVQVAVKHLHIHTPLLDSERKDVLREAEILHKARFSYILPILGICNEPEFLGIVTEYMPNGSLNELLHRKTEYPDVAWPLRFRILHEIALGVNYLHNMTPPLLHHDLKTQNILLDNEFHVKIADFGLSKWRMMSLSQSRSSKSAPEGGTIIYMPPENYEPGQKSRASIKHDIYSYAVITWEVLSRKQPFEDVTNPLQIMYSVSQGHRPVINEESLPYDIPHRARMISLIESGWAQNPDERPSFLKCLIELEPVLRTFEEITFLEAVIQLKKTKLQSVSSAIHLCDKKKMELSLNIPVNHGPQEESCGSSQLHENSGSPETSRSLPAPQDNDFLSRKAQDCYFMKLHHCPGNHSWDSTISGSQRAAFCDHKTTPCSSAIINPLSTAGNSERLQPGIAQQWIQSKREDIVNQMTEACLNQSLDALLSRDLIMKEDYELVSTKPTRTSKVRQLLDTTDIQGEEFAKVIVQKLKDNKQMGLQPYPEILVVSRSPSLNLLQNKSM
ABCB6 inh 2: blocks the human ABCB6 transporter. fluorescence ratio to DMSO, % at 10 µM. K562-ABCB6 porphyrin accumulation, flow cytometry, 1 h; hits give low values. hit rate 0.19% among 360,000. Q9NP58;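 active means fluorescence ratio to DMSO below 75%, the collection mean minus 3 SD; inconclusive means too few cells collected in the well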;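 further: signal is porphyrin accumulated inside mitochondria; 100% equals median channel fluorescence of DMSO control wells; lower ratio means ABCB6 inhibition with less porphyrin fluorescence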
The depositor's hits bear a star; ? = inconclusive; · = no result given. Only part of the results is shown; count on the stated rates, not on these rows.

Values in the order – Vif imaging	ABCB6 inh 2	Exocytosis inh	MC4R barr agon	NOD2-RIPK2 inh	Glyco luc inh	aDG glyco act	ABHD5 PLIN5 PPI	MC4R antagonist	TLR9-MyD88 inh
1) CC(C)CNc1nnnc2c1sc1nc(N3CCOCC3)c3c(c12)CC(C)(C)SC3
 : 6	100	-1	0.1	13	1	-0.6	0	-2	2
2) O=C(C[C@@H]1C/C=C\CC[C@@H](Cc2ccc(F)cc2)C(=O)OC[C@@H]2CCCN2C1=O)NCCO
 : 0	96	0	-1.0	-7	0	-0.2	3	-4	-11
3) O=C(CNC(=O)[C@@H]1Cc2ccccc2CN1)Nc1ccc2c(c1)OCO2
 : -8	103	4	-0.9	-11	0	-0.5	0	6	-1
4) COc1ccc(S(=O)(=O)N2CCCC2CNC(=O)c2cccc(OC)c2)cc1 (stereo unspecified)
 : -4	85	-6	-2.1	-10	-1	2.1	-4	-3	-1
5) CCN(CC(=O)Nc1ccc(NC(C)=O)cc1)C(=O)CCN1C(=O)C2CC=CCC2C1=O (stereo unspecified)
 : -8	101	-4	-1.8	9	2	-0.1	0	-9	1
6) Cc1nc2ccccc2c(=O)n1/N=C/c1ccncc1
 : 1	93	-1	-2.0	1	2	-0.4	3	0	1
7) CCCCn1c(=O)[nH]c(=O)c2c1nc(COC(=O)c1c(C)noc1C)n2CCC
 : -19	95	-4	-2.3	-3	1	0.4	-4	6	5
8) CC(C)CN(C(=O)CSc1nc2ccccc2c(=O)n1C)C1CCS(=O)(=O)C1 (stereo unspecified)
 : ?	97	1	-1.7	5	1	0.3	3	-4	3
9) S=c1[nH]nc(COc2ccccc2)n1/N=C/C=C/c1ccco1
 : -1	97	-4	-1.6	-17	2	0.0	0	4	·
10) Cc1sc(NC(=O)c2ccco2)c(CN2CCN(c3ccccc3)CC2)c1C
 : -21	92	6	-2.2	3	0	0.3	-7	7	4

Following part.
Values in the order – Vif imaging	ABCB6 inh 2	Exocytosis inh	MC4R barr agon	NOD2-RIPK2 inh	Glyco luc inh	aDG glyco act	ABHD5 PLIN5 PPI	MC4R antagonist	TLR9-MyD88 inh
11) C=CCNC(=O)CSc1nnc(C(CC)N(C)C)n1C1CCCCC1 (stereo unspecified)
 : -12	97	-1	0.9	7	2	-0.2	-3	13	-12
12) CCc1nnc(NC(=O)C2CCCCC2)s1
 : -2	104	2	-2.5	-1	2	0.2	-1	12	-7
13) CC(C)N(C(=O)Cn1c(-c2cccnc2)ccc(C#N)c1=O)C(C)C
 : 12	114	-3	-2.2	4	3	0.1	0	0	6
14) CCN1CCc2c(sc(NC(=O)c3ccc4ccccc4c3)c2C(N)=O)C1
 : 2	98	48	-3.1	0	-7	3.3	14	3	-3
15) CCc1cc(Cn2nc(-c3ccccc3C)cc2C(=O)O)on1
 : -4	93	-7	-2.0	10	2	-0.3	3	3	0
16) O=C(/C=C/c1ccccc1[N+](=O)[O-])NCc1ccncc1
 : ·	93	-2	1.1	-16	-1	0.4	-1	4	10
17) Cc1nn(Cc2ccccc2)c(Cl)c1C(=O)OCc1nnc(-c2ccc(Cl)cc2)o1
 : 6	84	-11	0.6	-1	0	0.8	5	3	3
18) Nc1nnc(SCCOc2cccc(Br)c2)s1
 : 2	94	0	-1.6	-3	2	-0.2	3	-4	4
19) NC(=NCCc1c[nH]c2ccccc12)NS(=O)(=O)c1ccc2ccccc2c1
 : -16	86	2	-1.5	7	-4	0.5	13	-1	1
20) COc1cc(C(=O)NCC(=O)N2CCN(S(=O)(=O)c3ccccc3C(F)(F)F)CC2)cc(OC)c1OC
 : -4	96	4	-3.5	6	1	0.2	-2	13	7

Continuation.
Values in the order – Vif imaging	ABCB6 inh 2	Exocytosis inh	MC4R barr agon	NOD2-RIPK2 inh	Glyco luc inh	aDG glyco act	ABHD5 PLIN5 PPI	MC4R antagonist	TLR9-MyD88 inh
21) CC1=C(SCCC#N)S/C(=C2\SC(C)=C(SCCC#N)S2)S1
 : 1	101	7	19*	-10	4	0.0	-2	-5	-9
22) O=c1[nH]c(SCc2ccccc2)nnc1-c1ccccc1
 : -5	100	6	-0.7	-1	3	-0.1	-3	3	1
23) COC(=O)c1sccc1NC(=O)c1cc(-c2ccc(C)cc2)nc2ccccc12
 : 2	96	4	1.8	-8	0	-0.4	7	8	2
24) COCCCN1C(=O)C(CC(=O)NCCCCc2ccccc2)CC(C(=O)N2CCOCC2)=C1C (stereo unspecified)
 : -6	102	-2	-2.0	7	0	0.2	-1	-3	-10
25) CCOC(=O)[C@]12CCC=C1N(CCC1=CCCCC1)C(=O)[C@H](CC(=O)NCCc1ccccc1OC)C2
 : ·	96	1	·	2	·	0.1	-3	·	·
26) Clc1ccc(-n2nnnc2-c2cnc3ccccc3c2-c2ccccc2)cc1
 : -1	100	22	-2.4	21	-4	0.1	2	5	-4
27) O=C(CNC(=O)c1ccco1)Nc1cccc(Cl)c1
 : -20	100	9	-2.2	-1	0	-0.1	-1	5	16
28) Cn1cnnc1SCC(=O)Nc1ccc(Oc2ccccc2)cc1
 : 0	92	-4	-2.5	-3	-2	0.1	-2	-1	7
29) CC(C)Cn1c(N)c(C(=O)CSc2ccc3c(c2)OCCO3)c(=O)n(C)c1=O
 : -33	80	-1	-1.4	-11	-8	5.3	7	5	3
30) CCN(CC(=O)Nc1ccc(NC(C)=O)cc1)C(=O)Cc1ccc(S(=O)(=O)N2CCOCC2)s1
 : 20	100	7	-1.1	-9	0	-0.1	-2	17	2

Going on with the list.
Values in the order – Vif imaging	ABCB6 inh 2	Exocytosis inh	MC4R barr agon	NOD2-RIPK2 inh	Glyco luc inh	aDG glyco act	ABHD5 PLIN5 PPI	MC4R antagonist	TLR9-MyD88 inh
31) CCc1ccnc(NS(=O)(=O)c2ccc3c(c2)OCCO3)c1
 : 7	104	-2	-0.7	2	1	0.0	-1	-7	·
32) C[C@H](CO)N1C[C@H](C)[C@@H](CN(C)S(=O)(=O)c2ccccc2)Oc2c(NC(=O)NC3CCCCC3)cccc2C1=O
 : -3	94	-5	-0.5	0	5	0.0	-1	6	-4
33) COc1cc(OC)cc(-c2c(C#Cc3ccsc3)c3cc(-c4ccc(N(C)C)nc4)ccc3n2C)c1
 : 0	98	2	-1.1	-3	2	-0.6	-7	-2	-4
34) COc1cc(N)ccc1Nc1c2ccccc2nc2ccccc12
 : -1	90	55	·	-3	20	-0.3	-3	·	·
35) CN(C)c1ccc(C=O)c(Oc2ccccc2)c1
 : -1	94	13	-1.0	7	0	0.3	8	-5	-8
36) Cc1ccc2oc3ccccc3c(=O)c2c1
 : -7	95	4	1.5	1	0	-0.1	-4	15	-3
37) N#CC1=C2N=C(N)c3ccccc3N2C2=C(C(=O)CCC2)C1c1ccccc1F (stereo unspecified)
 : -1	108	0	-0.1	2	7	-0.1	5	5	3
38) O=C(Cn1c(CO)nc2ccccc21)NCc1ccc2c(c1)OCO2
 : -12	107	5	0.5	-10	0	0.1	1	23	-3
39) COc1cc(Cc2nccc3cc(OC)c(OC)cc23)c(NC(C)=O)cc1OC
 : -2	101	1	-0.9	-13	2	0.0	3	0	-4
40) NC(=O)C1CCN(C(=O)Cn2cccc2C(=O)c2ccccc2)CC1
 : -4	99	1	-0.9	-1	2	-0.1	-6	-5	-1

Later entries
Values in the order – Vif imaging	ABCB6 inh 2	Exocytosis inh	MC4R barr agon	NOD2-RIPK2 inh	Glyco luc inh	aDG glyco act	ABHD5 PLIN5 PPI	MC4R antagonist	TLR9-MyD88 inh
41) Cc1cccc(NC(=O)c2ccc3c(c2)OCCO3)c1
 : -7	102	-5	-2.3	-8	-15	-0.1	-6	20	-4
42) CC(=O)c1cc(C#N)c(SCc2ccccc2)nc1C
 : -6	90	-1	2.1	-16	-2	0.2	2	-6	0
43) COCC(=O)N/N=C\c1cccc(OC)c1OC/C=C/c1ccccc1
 : 5	98	6	-1.2	-5	-2	0.5	1	-1	-9
44) O=c1nc2ccccc2c(NS(=O)(=O)c2ccccc2)n1-c1ccccc1
 : -10	87	-2	-1.9	-4	7	-0.2	-1	4	-6
45) Cc1ccc(C)c(Cn2nnc3c(=O)[nH]c(C4CCCN(C(=O)c5ccco5)C4)nc32)c1 (stereo unspecified)
 : -9	93	-7	-1.4	-4	7	-0.2	2	-7	9
46) Nc1ccnc(Oc2ccc(F)cc2)c1
 : ·	93	0	-1.9	7	0	0.8	-4	-5	5
47) O=C(O)CCCCn1c(SCC(=O)Nc2ccccc2C(F)(F)F)nc2ccsc2c1=O
 : -5	93	1	0.1	-4	1	-0.2	-1	16	2
48) O=C1/C(=C/c2cccnc2)SC(=S)N1N1CCOCC1
 : -4	99	-6	0.7	-3	1	-0.1	-9	22	-3
49) CC(=O)c1c(C)oc2ccc(OCc3ccccc3)cc12
 : -7	100	-6	1.1	1	3	0.2	-4	11	7
50) CCCc1nn(C)c2c(=O)[nH]c(-c3cc(S(N)(=O)=O)ccc3OCC)nc12
 : -10	101	4	-2.7	-6	3	-0.2	3	5	5

Going on with the list:
Values in the order – Vif imaging	ABCB6 inh 2	Exocytosis inh	MC4R barr agon	NOD2-RIPK2 inh	Glyco luc inh	aDG glyco act	ABHD5 PLIN5 PPI	MC4R antagonist	TLR9-MyD88 inh
51) COC(=O)C1CN(C(=O)COc2cc(C)c(Cl)c(C)c2)c2ccccc2O1 (stereo unspecified)
 : 3	98	43	-0.8	-12	0	0.0	-6	6	-1
52) COc1ccc(C(C)(O)c2nc(-c3ccc4ccccc4c3)cs2)cc1 (stereo unspecified)
 : -9	91	12	-0.1	9	2	-0.1	-8	2	·
53) COc1ccc(CCNC(=O)C/C(C)=N/NC(=O)C2CCCCC2)cc1OC
 : -1	98	-6	-0.5	5	3	0.0	0	-6	-2
54) COc1ccc(N2CC(O)=C(c3nc4ccccc4s3)C2=N)cc1
 : ·	92	-4	2.1	-2	-10	0.5	1	9	2
55) Nc1ncc2[nH]c(N)nc2n1
 : 0	98	4	-1.4	-12	1	0.0	11	3	1
56) CCOC(=O)N1CCN(S(=O)(=O)c2c(C)nc3sccn3c2=O)CC1
 : 2	98	-2	-3.0	5	0	-0.2	-2	-1	-3
57) CC(C)CNS(=O)(=O)c1ccc(CCC(=O)NCCc2ccccc2)cc1
 : 3	88	-4	-2.3	-19	2	-0.1	-6	3	-3
58) CN1CCN(C2=Cc3cc(Cl)ccc3Sc3cc(F)ccc32)CC1
 : ·	96	3	2.5	-4	-4	0.4	27*	0	-9

Bioassay records deposited in PubChem BioAssay by several laboratories.
